HDAC3 inh: blocks human histone deacetylase 3; O15379; recombinant HDAC3, fluorogenic peptide/trypsin coupled, fluorescence; inhibition, % at 8.3 µM; actives 0.15% (n = 320,000); AID 2718; in the data active = inhibition above about 26%, passing the limit was not always enough; inconclusive = no clear call, values can overlap the other calls
Target sequence (O15379 whole entry, looked up): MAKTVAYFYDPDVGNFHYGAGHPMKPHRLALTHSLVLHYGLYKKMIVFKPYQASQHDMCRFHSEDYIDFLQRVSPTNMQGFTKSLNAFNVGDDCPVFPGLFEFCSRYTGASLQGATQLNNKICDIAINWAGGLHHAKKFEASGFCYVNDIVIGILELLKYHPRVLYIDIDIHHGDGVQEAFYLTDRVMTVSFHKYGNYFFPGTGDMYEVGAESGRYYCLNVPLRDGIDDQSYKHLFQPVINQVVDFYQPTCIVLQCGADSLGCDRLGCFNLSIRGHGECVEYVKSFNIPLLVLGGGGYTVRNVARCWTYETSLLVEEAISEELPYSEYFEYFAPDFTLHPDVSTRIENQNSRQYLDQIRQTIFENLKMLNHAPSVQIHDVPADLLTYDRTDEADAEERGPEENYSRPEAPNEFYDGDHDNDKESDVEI
HSF1 activator: increases HSF-1 driven luciferase reporter signal; NIH3T3-HGL HSF-1 luciferase reporter, MG132, 8 h; 100% = twice DMSO control signal; activation, % at 9 µM; actives 1.7% (n = 300,000);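 active = mean replicate activation of at least 50% with a set share of replicates each reaching 50%; inconclusive = only one of those two conditions met; inactive = mean below 50% and too few replicates reaching it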;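 note: 0% = median of the neutral control wells and 100% = twice that signal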
aSyn 5UTR inh: 5' untranslated region of α-synuclein, MLPCN primary screen; inhibition, % (tested at 7.5 µM); actives 0.82% (n = 300,000); alpha-synuclein 5'UTR reporter, inhibitor activity; AID 1813; in the data active = inhibition above about 60%; inconclusive = no clear call, values can overlap the other calls;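 note: H4 neuroglioblastoma cells stably carrying SNCA 5'UTR luciferase fusion; 0% = DMSO wells and 100% = positive control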
HIF act: HIF pathway transcriptional activation; actives 0.32% (n = 300,000); activation, % at 7.5 µM (by protocol); U2OS HRE-luciferase reporter, luminescence; normalized: DMSO 0%, desferrioxamine 100%;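 active = mean activation of at least 10% of the iron chelator positive control signal, with at least half of replicates also reaching 10%; inconclusive = mean and replicate majority disagree about reaching 10%; inactive = mean and most replicates under 10%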
HSF1 inh: HSF1 inhibition. activity change, negative = inhibition, % at 7.5 µM (by protocol). actives 0.77% (n = 300,000). NIH3T3-HGL HSE-luciferase, MG132-induced, luminescence 8 h; stronger effect = lower value;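 active = more than half of replicate wells show activity change below -50%, luminescence cut by over half; inconclusive = some wells, but at most half, below -50%; inactive = no replicate well below -50%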;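 note: luciferase reports HSF-1 transcriptional activity via heat shock element; 0% = median of DMSO wells and -100% = zero luminescence signal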
AI-2 QS mod: modulates the Vibrio harveyi AI-2 quorum sensing system; activity change, % at 7.5 µM; actives 0.4% (n = 300,000); Vibrio harveyi JMH597 AI-2 luminescence/OD600 ratio, 9 h; stronger effect = lower value; strain lacks LuxN and CqsS sensors; 0 = neutral-control median; in the data active = activity change below about -75%, passing the limit was not always enough; inconclusive = no clear call, values can overlap the other calls;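 note: luminescence divided by OD600 gain over 9 h not by final OD600 alone; inactives centre near 13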
HSP90 refold inh: inhibitors of HSP90 luciferase refolding in rabbit reticulocyte lysate; luciferase refolding luminescence, 3 h; inhibition, % at 5.6 µM; actives 0.91% (n = 290,000); AID 1789;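 active = inhibition above the screen-wide mean plus 3 SD, computed separately per campaign, cut at about 16% in these data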;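 note: 0% = DMSO wells and 100% = 60 µM geldanamycin wells; inhibitors lower the luminescence because luciferase stays unfolded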
IEC-6 tox: counter-screen for KLF5 inhibitors: cytotoxicity in IEC-6 cells. IEC-6 cytotoxicity, luminescence viability. inhibition, % at 5 µM. actives 0.78% (n = 290,000); in the data active = inhibition above about 22%;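 note: 0% = plate median of test compound wells and 100% = cytotoxic reference compound wells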
Platelet DG rel: modulates dense granule release in human platelets. human platelet-rich plasma, SFLLRN dense granule ATP release, luminescence. inhibition, %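 (compounds screened at 7.5 µM in platelet-rich plasma)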. actives 0.22% (n = 300,000). AID 1663;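 active = mean replicate score, as percent of positive control, at or above 50; inconclusive = mean below 50 but at least one replicate at or above 50; inactive = mean and every replicate below 50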
KLF5 inhibitor: inhibitors of KLF5 expression | inhibition, % at 5 µM | DLD-1 KLF5 promoter-luciferase reporter, luminescence | actives 0.23% (n = 290,000);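 active = inhibition above a per-plate limit of that plate's mean compound inhibition plus 3 SD, cut at about 60% in these data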;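 note: 0% = DMSO wells and 100% = LY294002 at 200 µM; higher means less KLF5 promoter-driven luciferase light; inactives centre near -14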
* marks the source's active call; other numbers are inactive results; ? = inconclusive; . = no result given.

Preview, eleven compounds:
The line under a structure holds: HIF act, aSyn 5UTR inh, AI-2 QS mod, IEC-6 tox, KLF5 inhibitor, HDAC3 inh, HSF1 activator, Platelet DG rel, HSP90 refold inh, HSF1 inh
COc1cc(C(=O)NC(=S)Nc2ccc(Cc3ccncc3)cc2)cc(OC)c1OC
  -27, -38, 9, -1, -10, 0, 2, -11, 6, -15
CC(=O)c1ccc(OC(=O)CN2C(=O)c3ccccc3C2=O)cc1
  -0.3, -2, 33, 0, -6, 6, -1, 17, -3, 7
CCOc1ccccc1C(=O)NCC(=O)NCC1CCCCC1
  -0.3, -6, 42, 0, 0, -9, 6, 2, -2, 3
CCN(CC)S(=O)(=O)c1cccc2cc(C(=O)O)c(O)cc12
  -7.9, -6, 14, 2, 0, 11, 30, -6, 1, 6
CN(C)c1cc(-c2ccc(Cl)c(Cl)c2)oc(=O)c1Cl
  -0.4, 2, 13, -3, -1, 1, 3, 5, -1, 5
C/C(=C\C(=O)c1ccc(Br)cc1)NCc1ccc2c(c1)OCO2
  -0.2, 9, 21, -3, -9, -1, 0, -10, 0, -1
CN1CCCN(Cc2ccccc2Br)CC1
  1.1, 0, ., 5, -33, 9, 7, -9, 3, -5
CCc1nnc(NC(=O)c2ccc(-c3cc(C(F)(F)F)ccc3Cl)o2)s1
  0.0, 6, 17, 0, 3, -8, 13, -7, 2, -1
CCOc1ccc(NC(=O)CSc2nnc(-c3ccccc3Cl)n2Cc2ccco2)cc1
  ., ., ., -2, -15, -2, ., ., 4, .
CC(C)C(=O)Nc1cccc(NC(=O)c2cc3ccccc3o2)c1
  2.3, -108, -6, 0, -132, 7, 44, 2, -1, 14
O=C(Nc1ccc(S(=O)(=O)NCCc2ccccc2)cc1)c1ccc(Br)o1
  0.1, 7, 41, -4, -11, 7, 6, 1, 0, 3

The listing (from the top)
The line under a structure holds: HIF act, aSyn 5UTR inh, AI-2 QS mod, IEC-6 tox, KLF5 inhibitor, HDAC3 inh, HSF1 activator, Platelet DG rel, HSP90 refold inh, HSF1 inh
COc1cc(C(=O)NC(=S)Nc2ccc(Cc3ccncc3)cc2)cc(OC)c1OC
  -27, -38, 9, -1, -10, 0, 2, -11, 6, -15
CC(=O)c1ccc(OC(=O)CN2C(=O)c3ccccc3C2=O)cc1
  -0.3, -2, 33, 0, -6, 6, -1, 17, -3, 7
CCOc1ccccc1C(=O)NCC(=O)NCC1CCCCC1
  -0.3, -6, 42, 0, 0, -9, 6, 2, -2, 3
CCN(CC)S(=O)(=O)c1cccc2cc(C(=O)O)c(O)cc12
  -7.9, -6, 14, 2, 0, 11, 30, -6, 1, 6
CN(C)c1cc(-c2ccc(Cl)c(Cl)c2)oc(=O)c1Cl
  -0.4, 2, 13, -3, -1, 1, 3, 5, -1, 5
C/C(=C\C(=O)c1ccc(Br)cc1)NCc1ccc2c(c1)OCO2
  -0.2, 9, 21, -3, -9, -1, 0, -10, 0, -1
CN1CCCN(Cc2ccccc2Br)CC1
  1.1, 0, ., 5, -33, 9, 7, -9, 3, -5
CCc1nnc(NC(=O)c2ccc(-c3cc(C(F)(F)F)ccc3Cl)o2)s1
  0.0, 6, 17, 0, 3, -8, 13, -7, 2, -1
CCOc1ccc(NC(=O)CSc2nnc(-c3ccccc3Cl)n2Cc2ccco2)cc1
  ., ., ., -2, -15, -2, ., ., 4, .
CC(C)C(=O)Nc1cccc(NC(=O)c2cc3ccccc3o2)c1
  2.3, -108, -6, 0, -132, 7, 44, 2, -1, 14
O=C(Nc1ccc(S(=O)(=O)NCCc2ccccc2)cc1)c1ccc(Br)o1
  0.1, 7, 41, -4, -11, 7, 6, 1, 0, 3
O=C1C2CC=C(Cl)CC2C(=O)N1CN(Cc1ccco1)CN1C(=O)C2CC=C(Cl)CC2C1=O (centres undefined)
  -0.1, 3, -13, -3, -23, 11, 13, 2, -2, 19
COc1ccc(CNC(=S)Nc2ccccc2C)cc1
  0.4, 7, 8, -2, -17, 1, 0, 7, -1, -9
Cc1nc2sc(-c3ccccc3)cc2c(=O)n1/N=C/N(C)C
  3.3, -156, 10, -6, -136, 0, 34, 4, -3, 29
COc1cc2c(cc1C1NC(=S)NC(C)=C1C(=O)N(C)C)CCCC2 (centres undefined)
  0.5, 11, 5, -2, -29, -2, -5, 18, -1, -1
COc1ccc(-c2cc(=O)oc3cc(OCC(=O)N[C@@H](Cc4c[nH]c5ccccc45)C(=O)O)ccc23)cc1
  -0.2, 9, 50, -4, 5, 7, 0, 1, -3, 0
COc1ccc(S(=O)(=O)N=Nc2c(O)[nH]c3ccccc23)cc1
  -0.1, 6, 4, 2, -8, -2, 45, -6, 1, -1
Cc1nc(-c2ccc(NC(=O)C3CCCCC3)cc2)cs1
  2.6, -174, 7, 3, -180, 8, 57*, -4, 2, 21
Cc1nc2scc(-c3ccc(Cl)cc3)c2c(=O)o1
  -0.1, -3, 23, 0, -9, -5, 1, -6, 11, -5
Cc1ccc(NC(=O)CN2C(=O)c3ccccc3C2=O)c(C)c1
  0.1, 10, ., 4, -31, 1, -6, 2, 1, 4
COc1ccccc1NS(=O)(=O)c1ccc(O)c(C(N)=O)c1
  -0.1, -12, 37, -12, -7, -5, -6, 0, -1, -8
Cc1[nH]c(=O)c(C#N)cc1-c1csc(-c2ccccc2)n1
  0.1, 37, 24, 6, -10, 2, -60, 23, 4, ?
Cc1cc(SCc2ccc(Br)cc2)nc(=O)[nH]1
  1.0, -28, 46, 2, -56, 0, 19, 4, -1, 9
CN1CCN(CC(=O)c2ccccc2F)CC1
  0.2, -13, -1, 5, -6, -1, -16, -8, 3, 1
CC(=O)Nc1ccc(Nc2nc(-c3c(C)nc4ccccn34)cs2)cc1
  -0.1, 87*, 7, ., ., -2, 4, -12, ., -11
Cn1c(=O)c2c(nc(SCC(=O)Nc3ccccc3N3CCCCC3)n2C)n(C)c1=O
  -0.1, 5, 15, 3, -12, 5, 4, -2, -2, 6
CCOC(=O)c1ccc(Nc2nc(C)cc(=O)[nH]2)cc1
  0.0, -26, 3, -1, -17, 0, -14, -5, 1, -11
CN=C1C=C/C(=N/N=c2\ccn(O)cc2C)C=C1C
  -0.8, -38, 16, 8, -19, 15, 7, 9, 0, 4
C=CCn1c(SCC(=O)O)nnc1-c1ccc(C(C)(C)C)cc1
  0.4, 2, 6, 3, -7, 0, 3, 3, 4, -6
CCOC(=O)c1sc(Nc2cccc(Cl)c2)nc1C
  ?, -102, 14, 5, -52, 11, 1, -10, -2, -4

The list goes on:
The line under a structure holds: HIF act, aSyn 5UTR inh, AI-2 QS mod, IEC-6 tox, KLF5 inhibitor, HDAC3 inh, HSF1 activator, Platelet DG rel, HSP90 refold inh, HSF1 inh
Cc1sc2nc(CSCC(=O)N(C)CC(=O)Nc3ccc(F)cc3)[nH]c(=O)c2c1C
  -22, 0, 5, ., ., 2, 42, -1, ., 25
CCC(Sc1nc2ccccc2s1)C(=O)Nc1cc(C)on1 (centres undefined)
  0.2, -3, -6, -5, 8, 3, 6, -8, -1, 6
O=C(N/N=C/c1ccc(F)cc1)c1ccncc1
  -0.5, 5, 6, 3, -27, 1, 13, 0, -5, 0
COc1cccc(C(=O)Oc2cc(N)n(S(=O)(=O)c3ccc(C)cc3)n2)c1OC
  -0.8, -16, 30, 1, -9, 53*, -13, 1, 1, -5
CC(C(=O)NCC1CCCO1)c1ccc([N+](=O)[O-])cc1 (centres undefined)
  0.4, 9, 2, -2, -15, 1, -24, 1, 4, -3
CC1CN(C(=O)c2cc(COc3c(F)cccc3F)on2)CCN1C (centres undefined)
  0.0, -18, 14, -2, -34, -1, 52*, -10, -4, 26
CCOC(=O)c1c(-c2ccc(OC)cc2)csc1NC(=O)CCN1C(=O)c2ccccc2C1=O
  -0.5, -7, 24, -2, -22, -1, 37, -3, 4, 12
COc1ccccc1N1CCN(C(=O)CN(CCc2ccccc2)S(C)(=O)=O)CC1
  -0.1, -30, 17, -8, -16, -1, 17, -4, -3, 1
COc1ccccc1-n1cc(CN2CCN(C3CCCC3)C(CCO)C2)cn1 (centres undefined)
  0.4, -27, 23, 5, 5, -2, -4, -5, 0, -4
CN(C)CCN1C(=O)C(=O)/C(=C(/O)c2ccc(OCc3ccccc3)cc2)C1c1ccncc1 (centres undefined)
  0.1, -50, -2, 6, -2, ., 2, 0, 2, -4
COC(=O)c1c(NC(=O)c2ccc(Br)o2)sc(C)c1C
  0.3, -43, 7, 1, -3, -6, ., 4, -2, .
O=C(NCc1ccc(Cl)cc1)C(=O)NCC(c1ccco1)N1CCOCC1 (centres undefined)
  0.2, 7, 15, 4, 0, 8, 1, 18, -2, -4
N#CC1=C2SCN(Cc3ccccc3)CN2C(=O)CC1c1ccccc1F (centres undefined)
  -0.2, 6, 20, -10, -10, ?, -1, -6, -1, 7
O=C(NCCCN1CCOCC1)/C(=C/c1cccnc1)NC(=O)c1ccccc1
  -0.4, -23, 1, -1, -27, -4, -5, 1, -1, -2
C#CCN(C(=O)Nc1ccccc1)c1ccccc1
  0.4, 17, -9, -1, -7, -3, 21, -6, 0, 2
O=C(c1ccc(Cl)cc1)N1CCCC(C(=O)N2CCCCC2)C1 (centres undefined)
  0.1, -4, 0, 6, -29, 3, 18, 8, 0, 3
O=[N+]([O-])c1cccc(-c2nnc3cccc(Cl)n23)c1
  -0.3, 13, 11, 7, -16, 4, 9, 0, 0, -1
CCc1ccc(-c2nc3ccc(Br)cc3c(C(=O)O)c2C)s1
  -13, 8, 32, -7, -45, -5, 5, -4, -2, 1
COC(=O)C(CC(C)C)NC(=O)/C=C/c1ccc(Cl)cc1 (centres undefined)
  -0.4, 10, 21, -5, -11, 0, 6, 15, -2, 9
COC(=O)c1nn(-c2ccccc2)c(Cl)c1/C=N/O
  0.0, 26, -17, 2, 2, 0, 16, -2, 4, 2
O=C(O)CCN1C(=O)c2ccc(NC(=O)CSc3ccccc3)cc2C1=O
  0.7, -9, 8, 2, -30, 2, -9, 1, -2, 1
O=C(CN1C(=O)CCSc2ccc(S(=O)(=O)N3CCOCC3)cc21)Nc1cccc(F)c1
  0.0, 16, 29, -10, -42, 5, 2, 4, -3, 2
CC(=O)Nc1c(-c2ccc3ccccc3c2)nc2ccccn12
  1.9, -124, -3, 2, -81, -22, 9, ., -4, 10
O=C(c1ccc(Cl)c(S(=O)(=O)N2CCOCC2)c1)N(c1ccccn1)C1CCCCC1
  -0.3, 1, -4, -2, -1, -2, 2, -20, 0, -4
COc1cc(SC)ccc1C(=O)N(Cc1ccccc1)c1ccccn1
  -0.6, 23, 2, 6, -12, 0, -11, -9, 2, -1
CC(C)(C)N/N=C/c1c(O)n(-c2ccc(Cl)cn2)c(=O)c2ccccc12
  0.4, -27, 33, 1, -27, -9, -6, 5, -3, -2
CCn1c(CSc2nnc(-c3ccc4c(c3)OCO4)o2)nc2cc(S(=O)(=O)N(C)C)ccc21
  ., ., ., -6, -15, 8, ., ., -2, .
O=C(Cc1ccccc1)O/N=C1\CCCc2ccccc21
  0.1, 1, 21, -8, 7, ., 0, -8, 1, -9
CCOc1ccc(NC(=O)Nc2ccccc2C(N)=O)cc1
  -0.1, -2, 6, -3, -11, -4, 17, 48, 32*, 11
CCN(CC(=O)NCc1cccs1)C(=O)/C=C/c1ccc(Cl)c(Cl)c1
  -0.1, 2, 5, ., ., -1, -4, -2, ., -6

Screens: PubChem, several laboratories
